# IL-1B inflam inh: qHTS for Inhibitors of Inflammasome Signaling: IL-1-beta AlphaLISA Primary Screen | THP-1 LPS/ATP IL-1B secretion, AlphaLISA, 16 h; hits give low values | activity change, % at 57.5 µM | hit rate 4.7% among 360,000; in the data active = activity change below about -50%; inconclusive = mostly about -30% to -49%; also: % is scaled to controls: 0 for no effect and ±100 for the full control effect
#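 THP-1 cells pretreated 1 hr with compounds (up to 57.5 uM final), then stimulated with LPS (250 ng/mL final) plus ATP (1.25 mM final); secreted IL-1B measured by AlphaLISA after 16 hr, decreased signal indicating inhibition.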
# HT1080-NT tox: qHTS for induction of synthetic lethality in tumor cells producing 2HG: qHTS for the HT-1080-NT fibrosarcoma cell line; HT-1080-NT fibrosarcoma viability, CellTiter-Glo ATP luminescence, 48 h; Potency, µM (titrated, usually from 46.1 µM), without a hit: at the highest dose activity, negative = less viability, hits mostly cytotoxic; hit rate 1.6% among 360,000; AID 686970, 2013;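 also: NT is the 2HG producing partner of a matched IDH1 knockdown line; potency is read from the fitted curve at half-maximal effect; 0% = DMSO-treated cells and -100% = media-only wells without cells; nearly all actives have a fitted effect of over 55% in size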
#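 Viability by CellTiter-Glo luminescence after 48 h compound exposure at 37C of HT-1080-NT cells (750/well, RPMI, 5% FBS). % activity scaled between DMSO wells and medium-only wells, then curve-fitted and categorized by curve class.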
# SW480 rereplic: A quantitative high throughput screen for small molecules that induce DNA re-replication in SW480 colon adenocarcinoma cells; hit rate 1.8% among 340,000; AID 624297, 2012; SW480 DNA re-replication, Hoechst DNA content imaging, 48 h; Potency, µM (titrated, usually from 46.1 µM), inactives show top-dose re-replication activation, usual class: activators; also: potency is read from the fitted curve at half-maximal effect; % of control where 0% means no effect; nearly all actives have a fitted effect of over 55% in size
#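 Hoechst fluorescence of nuclei (405 nm excitation, 500-530 nm emission) measured by plate-scanning imager after 48 hr compound exposure at 37 C; re-replication scored as increased number of nuclei with elevated intensity.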
# KB-V1 MDR tox: qHTS assay for MDR1-selective chemotherapeutics: Primary screen using the drug-selected MDR subline cells KB-V1; KB-V1 MDR cells viability, CellTiter-Glo, 72 h; AID 1347076, 2019; hit rate 3.4% among 400,000; Potency, µM (titrated, usually from 46.1 µM), without a hit: top-dose activity change, negative = cytotoxicity, hits mostly cytotoxic; also: potency is read from the fitted curve at half-maximal effect; % is scaled to controls: 0 for no effect and ±100 for the full control effect; nearly all actives have a fitted effect of over 60% in size
#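 KB-V1 cells (P-gp-expressing MDR subline of KB-3-1) in phenol-red-free DMEM with 10% FBS were exposed to library compounds over a concentration series for 72 h at 37 degrees C. Viability read by CellTiter-Glo luminescence; concentration-effect curves fitted after normalization.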
# HT1080 IDH1KD tx: qHTS for induction of synthetic lethality in tumor cells producing 2HG: qHTS for the HT-1080-IDH1KD cell line | HT-1080 IDH1 knockdown viability, ATP luminescence, 48 h | Potency, µM (doses to about 46.1 µM), for inactives: at the top dose activity, negative = toxicity, actives largely listed as cytotoxic | hit rate 2% among 360,000;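 also: potency is read from the fitted curve at half-maximal effect; 0% = DMSO wells and -100% = cell-free medium wells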
#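 IDH1KD HT-1080 cells, 750/well, RPMI + 5% FBS; compound pinned after 2 h settling; 48 h, 37 °C; CellTiter-Glo luminescence; % activity normalised to DMSO and no-cell wells; curves fitted, classed by r2 and efficacy.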
# KB-3-1 tox: qHTS assay for MDR1-selective chemotherapeutics: Primary screen using the parental adenocarcinoma cell KB-3-1; KB-3-1 viability, CellTiter-Glo ATP luminescence, 72 h; Potency, µM (top dose mostly 46.1 µM), inactives show at the top dose activity change, negative = cytotoxic, actives largely listed as cytotoxic; hit rate 1.4% among 400,000; also: potency is read from the fitted curve at half-maximal effect; % is scaled to controls: 0 for no effect and ±100 for the full control effect; nearly all actives have a fitted effect of over 60% in size
#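 Cytotoxicity measured as CellTiter-Glo luminescence after 72 h at 37 C. Compound titrations were pinned onto drug-naive KB-3-1 parental adenocarcinoma cells grown in DMEM with 10% FBS, and normalized data fitted to concentration-response curves.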
# GLP-1R agonist: qHTS of GLP-1 Receptor Agonists | HEK293 GLP-1R CRE-luciferase, luminescence, 4-6 h; cells express a hypersensitive GLP-1R form | Potency, µM (titrated, usually from 45.6 µM), for inactives: at the top dose activation, hits mostly activators | hit rate 0.007% among 380,000; also: potency is read from the fitted curve at half-maximal effect; % of control where 0% means no effect
# Target sequence (P43220 whole entry, looked up): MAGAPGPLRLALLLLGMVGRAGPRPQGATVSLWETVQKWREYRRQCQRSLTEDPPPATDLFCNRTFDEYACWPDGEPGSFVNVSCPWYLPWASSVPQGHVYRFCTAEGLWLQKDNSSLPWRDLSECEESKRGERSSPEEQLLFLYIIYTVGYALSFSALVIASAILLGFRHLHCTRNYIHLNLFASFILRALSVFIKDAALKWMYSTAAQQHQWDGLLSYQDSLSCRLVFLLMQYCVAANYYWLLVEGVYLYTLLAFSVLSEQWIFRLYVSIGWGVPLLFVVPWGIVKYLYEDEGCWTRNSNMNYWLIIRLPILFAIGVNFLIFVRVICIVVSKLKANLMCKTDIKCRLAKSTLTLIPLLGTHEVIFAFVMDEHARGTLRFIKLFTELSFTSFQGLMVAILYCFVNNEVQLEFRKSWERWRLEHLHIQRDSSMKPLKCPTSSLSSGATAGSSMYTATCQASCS
# D3 ag: qHTS of D3 Dopamine Receptor Agonist: qHTS. max activation, %. AID 652048, 2013. D3R DiscoveRx beta-arrestin cells, luminescence, 90 min. hit rate 0.58% among 410,000; in the data active = max activation above about 30%; also: 0% is about no effect; mostly tested at two doses, the higher about 12 µM
# Target sequence (P35462 whole entry, looked up): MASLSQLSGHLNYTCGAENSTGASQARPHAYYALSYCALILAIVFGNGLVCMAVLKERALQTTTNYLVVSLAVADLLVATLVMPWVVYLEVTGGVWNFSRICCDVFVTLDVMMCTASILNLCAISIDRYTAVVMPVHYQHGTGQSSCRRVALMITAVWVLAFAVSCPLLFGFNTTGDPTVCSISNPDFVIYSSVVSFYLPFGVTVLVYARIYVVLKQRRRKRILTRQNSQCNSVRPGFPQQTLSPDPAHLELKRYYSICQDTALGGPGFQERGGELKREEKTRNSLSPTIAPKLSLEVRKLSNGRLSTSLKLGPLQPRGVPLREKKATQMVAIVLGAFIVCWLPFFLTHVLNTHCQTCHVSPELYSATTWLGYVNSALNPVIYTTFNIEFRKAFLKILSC
#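 Agonist mode: compounds and dopamine controls were applied to plated cells for 90 min at 37 degrees C after an overnight attachment at 1500 cells/well. Luminescent read-out followed 30 - 60 minutes at room temperature with DiscoveRx detection reagent.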
# DRD3 antagonist: qHTS of D3 Dopamine Receptor Antagonist: qHTS. hit rate 2.5% among 360,000. max response, negative = inhibition, %. D3R cells, DiscoveRx beta-arrestin luminescence, antagonist mode; hits give low values. D(3) dopamine receptor (Homo sapiens), P35462; in the data active = max response below about -50%; inconclusive = no clear call, values can overlap the other calls; also: % is scaled to controls: 0 for no effect and ±100 for the full control effect; mostly tested at two doses, the higher about 12 µM
#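 Cells plated overnight at 1500 cells/well, then exposed to library compounds with dopamine controls for 90 minutes at 37 degrees C. DiscoveRx reagent added for 30–60 minutes at room temperature; luminescence read, quantitative HTS format.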
# An asterisk follows results filed as active; ? = inconclusive; . = not tested or not shown; [ ] = another dose, or the depositor's remark. Unless noted, calls follow the shape of the dose curve; as a rule, active = well fitted curve in the direction sought with a large enough effect; inconclusive = small, poorly fitted or top-dose-only effect, or another doubt; inactive = no such curve, though single readings can be large; an effect the other way counts as inactive or inconclusive.
SMILES,IL-1B inflam inh,HT1080-NT tox,SW480 rereplic,KB-V1 MDR tox,HT1080 IDH1KD tx,KB-3-1 tox,GLP-1R agonist,D3 ag,DRD3 antagonist
C[C@H]1CN([C@@H](C)CO)C(=O)CCCn2cc(nn2)CO[C@@H]1CN(C)C(=O)Nc1cccc2ccccc12,24.6,-11.1%,.,-14.1%,6.6%,22.7%,-5.1%,1.9,-22.8
COc1cc(C2SCC(=O)N2CCc2ccc(OC)c(OC)c2)ccc1O (stereo not drawn),60.6,2.6%,0.6%,-13.7%,14.5%,6.4%,5.8%,5.5,8.8
Cc1ccc2nc(-c3cccc(Cl)c3)c(Cc3ccccc3)n2c1,-5.2,3.3%,.,20.6µM*,-9.9%,-26.6%,2.7%,-1.1,-23.0
CC(NC(=O)COC(=O)c1ccc(N(C)C)cc1)c1ccccc1 (stereo not drawn),7.4,-21.2%,11.2%,-3.5%,18.4µM*,16.9%,58.5%,0.4,9.3
CC(=O)Nc1ccc(SCC(=O)NNC(=O)CN(C)S(=O)(=O)c2ccc(C)cc2)cc1,4.6,0.0%,5.17µM*,3.4%,-2.7%,-11.8%,-0.9%,-4.3,22.5
COc1ccccc1NS(=O)(=O)c1cc(NC(=O)c2cc(F)c(F)c(F)c2F)ccc1N1CCOCC1,-0.6,-11.2%,-4.3%,-1.9%,-17.5%,-3.1%,10.8%,1.5,5.3
CN(C)c1cc[n+](CC(=O)c2ccc(Br)cc2)cc1,16.1,-12.7%,9.3%,2.1%,-1.1%,-22.7%,1.7%,-16.7,0.0
CC(=O)c1sc(NC(=O)COc2ccc(Br)cc2)nc1C,-17.3,20.5%,1.2%,14.9%,17.6%,-0.1%,2.3%,-3.5,3.8
O=C(CCCC(=O)N(CC(=O)NC1CCCCC1)c1ccccc1F)Nc1ccccn1,-6.3,21.9%,7.5%,0.0%,3.9%,?,9.4%,8.9,4.8
FC(F)(F)c1ccccc1Cc1c(C2CCCCC2)nc2ccc(Cl)cn12,-21.1,?,.,0.0%,?,-11.7%,-2.6%,-16.1,-21.4
COC(=O)[C@H]1C[C@@H]1[C@H](NC(=O)OCc1ccccc1)c1ccccc1,-5.7,?,-4.6%,1.6%,1.6%,?,4.6%,-1.4,4.7
CC(C)(C)c1ccc(Cn2ccc(-c3ccc4c(c3)OCO4)n2)cc1,20.0,-0.1%,18.2%,1.5%,0.6%,-9.8%,9.3%,0.7,-4.4
COC(=O)c1ccc(-c2cc(CC3(C(=O)OC)CCN(C(=O)OC(C)(C)C)CC3)on2)cc1,-12.1,12.7%,-10.9%,-0.7%,1.4%,22.3%,-3.0%,-7.9,-2.9
COc1ccc(C)cc1S(=O)(=O)N1CCN(c2ccccc2)CC1,9.0,-7.2%,-2.9%,0.0%,-5.0%,-0.6%,-2.8%,-3.0,3.0
Cc1ccccc1-n1nc(C)c2c1N=C1C(Cl)=CC(Cl)=CN1C2c1ccc(C(=O)O)cc1 (stereo not drawn),1.0,-0.5%,-2.5%,19.6%,0.7%,-2.9%,-11.1%,1.5,11.8
Nc1ccc(Sc2nnnn2-c2ccccc2)c(Cl)c1,-5.4,7.5%,-5.3%,7.2%,1.0%,-0.3%,-4.7%,-4.2,5.3
O=C(CCS(=O)(=O)c1ccccc1)OCc1ccc([N+](=O)[O-])cc1,18.5,14.4%,1.5%,-1.7%,5.9%,-0.4%,-0.2%,3.6,7.3
Cc1csc(SCc2nc3scc(-c4ccccc4)c3c(=O)[nH]2)n1,13.0,3.4%,1.6%,?,17.3%,-9.6%,-0.8%,4.8,-7.7
c1ccc(CNCCN2CCNCC2)nc1,6.1,-1.4%,4.8%,-0.6%,27.1%,9.2%,1.7%,0.9,-13.5
O=C(COC(=O)c1cc([N+](=O)[O-])ccc1N1CCOCC1)Nc1c(Cl)cccc1Cl,-3.3,3.3%,-10.4%,?,-1.2%,14.7%,3.9%,-3.6,-1.0
CC(=O)Nc1cccc2ncccc12,4.9,-0.6%,-6.0%,-1.1%,1.4%,2.5%,-1.1%,1.7,-0.7
Cc1ccc(Cl)cc1NC(=O)[C@@H]1CCC(=O)N1C1OC(=O)c2ccccc21 (stereo partly drawn),7.3,17.5%,5.5%,17.1%,0.5%,0.0%,-0.7%,-27.8,0.0
O=S(=O)(c1ccc(F)c2ccccc12)N1CCCCC1,-19.8,-7.2%,1.2%,-13.4%,-3.9%,?,-1.4%,-5.3,-22.5
Cc1cccc(NC(=O)COC(=O)CN2CCCCCC2=O)c1C,-15.2,1.5%,15.3%,-18.8%,-2.2%,8.3%,10.1%,2.2,-10.1
CC(C)Oc1ccc(OCCn2c(=S)[nH]c3c(N)ncnc32)cc1,4.1,-2.9%,-29.7%,4.1%,-14.7%,1.8%,4.5%,-6.7,-25.4

# Remaining list, next part
SMILES,IL-1B inflam inh,HT1080-NT tox,SW480 rereplic,KB-V1 MDR tox,HT1080 IDH1KD tx,KB-3-1 tox,GLP-1R agonist,D3 ag,DRD3 antagonist
O=C(O)c1ccc(CS(=O)(=O)c2ccc(Br)cc2)cc1,11.3,0.3%,-3.9%,28.3%,3.2%,-2.2%,-5.4%,0.1,11.3
CCC(C)Cn1cnc2c(SCc3ccccn3)nc(N)nc21 (stereo not drawn),-8.5,-13.7%,0.7%,?,-11.0%,-28.2%,19.0%,-1.5,2.2
CC(NC(=O)c1cccs1)C1CCCO1 (stereo not drawn),3.4,4.4%,?,16.7%,6.8%,0.3%,-8.1%,1.6,4.3
S=C1NCN(Cc2ccco2)CN1,-6.5,26.5%,-12.8%,14.7%,28.3%,-6.2%,-2.9%,-16.1,14.3
CCCCn1c(N)c(N(C(=O)CSc2nnnn2-c2ccccc2C)C2CCCC2)c(=O)[nH]c1=O,3.4,-0.1%,0.2%,0.1%,-5.6%,14.9%,-16.7%,3.5,1.8
CN(CCN1CCOCC1)Cc1nc(-c2ccccc2)no1,27.1,3.1%,0.1%,-24.6%,17.2%,0.1%,-4.6%,5.5,1.1
CCOC(=O)c1cccc(C(=O)OCC)n1,15.4,29.2%,-0.1%,?,19.5%,0.2%,-3.5%,-15.2,15.3
CCOC(=O)C(=O)Nc1sc(C(=O)N(CC)CC)c(C)c1C#N,13.2,2.2%,-4.0%,-1.0%,14.3%,-6.5%,-9.2%,6.6,1.6
O=C(Nc1ccc(Cl)cc1F)C1CC1,40.7,23.9%,0.5%,6.3%,22.4%,9.1%,-9.1%,2.4,6.9
CC(C)C(=O)Nc1ccc2oc(-c3cc(F)c(F)cc3Cl)nc2c1,23.8,-1.3%,18.0%,-20.0%,-0.1%,18.7%,0.1%,-1.8,-7.2
O=C1C=C(c2n[nH]nc2-c2ccccc2)C[C@@H](c2ccc(F)cc2)C1,-18.1,-0.4%,.,-4.8%,-3.0%,-0.4%,8.5%,0.7,4.1
CCSc1nnc(NC(=O)COc2ccccc2[N+](=O)[O-])s1,2.9,18.1%,5.6%[1.84 µM],-12.5%,6.3%,-10.0%,-0.1%,5.3,0.0
Cn1c(=O)[nH]c(=O)c2c1nc(NN)n2CCOc1ccccc1,-17.6,-13.9%,-0.2%,-4.8%,-9.5%,-4.6%,9.9%,7.4,12.9
O=C(COc1ccccc1)Nc1cccc(-c2nnc(-c3ccccc3)o2)c1,49.7,3.9%,2.8%,?,10.2%,-22.2%,-3.5%,3.8,6.5
CCNC(=O)C1(C)CCCN(C(=O)c2cc(C)n(C(C)(C)C)n2)C1 (stereo not drawn),22.5,16.9%,.,15.0%,?,-0.2%,-0.1%,2.0,0.0
Cc1c(NC(=O)C(C)Sc2n[nH]c(N)n2)c(=O)n(-c2ccccc2)n1C (stereo not drawn),0.0,17.7%,-4.1%,5.0%,11.3%,0.5%,-0.3%,-11.4,0.0
CC(C)(C)c1ccc(S(=O)(=O)N2CCN(c3ccccn3)CC2)cc1,3.1,24.5%,0.3%,11.3%,13.1%,-2.7%,-2.2%,-3.4,16.6
Clc1cccc(CSc2ncn(-c3ccccc3)n2)c1,-11.6,2.1%,-6.8%,-22.2%,4.3%,-11.9%,?,-3.4,-24.1
COc1nc(Nc2cccc(F)c2)nc(OC)n1,0.2,-2.0%,-14.5%,6.51µM*,3.5%,?,10.0%,-1.6,-7.2
Nc1nc2c(c(=O)[nH]1)C(c1cccc3ccccc13)C1=C(N2)c2ccccc2C1=O (stereo not drawn),?,-25.0%,35.3%,5.8%,?,-1.1%,1.1%,0.3,-6.3
CC(C)NC(=O)c1c(CSc2ccccc2)noc1C(=O)NCc1ccccc1,0.0,-7.3%,5.8%,-8.2%,-0.6%,8.2%,5.6%,0.0,0.0
Cc1cc(C(=O)N2CC(C)CC(C)C2)c(C)o1 (stereo not drawn),15.1,20.4%,-11.4%,10.9%,7.5%,-2.3%,5.1%,-12.8,-1.5
COc1cc2c(cc1N/C=C(\C#N)c1nc(-c3ccc(F)cc3)cs1)oc1ccccc12,34.4,22.7%,?,26.1%,18.6%,-5.0%,0.0%,13.2,-0.1

# Complete entries as entered above. Order of values: IL-1B inflam inh, HT1080-NT tox, SW480 rereplic, KB-V1 MDR tox, HT1080 IDH1KD tx, KB-3-1 tox, GLP-1R agonist, D3 ag, DRD3 antagonist
# CC(C)C(=O)Nc1ccc2oc(-c3cc(F)c(F)cc3Cl)nc2c1 is listed as 23.8, -1.3%, 18.0%, -20.0%, -0.1%, 18.7%, 0.1%, -1.8, -7.2
# S=C1NCN(Cc2ccco2)CN1 is listed as -6.5, 26.5%, -12.8%, 14.7%, 28.3%, -6.2%, -2.9%, -16.1, 14.3
